DAX1 inh-1 = DAX1 (NR0B1) inhibitors, primary screen, cell-based, HEK293, Gal4-DAX1, luciferase luminescence; Nuclear receptor subfamily 0 group B member 1 (Homo sapiens), P51843; HEK293 Gal4-DAX1 luciferase reporter; inhibition, % at 6.75 µM; 340,000 compounds, 0.99% hits; AID 504766, 2011;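 active = inhibition above the mean over all tested compounds plus 3 SD, cut at about 4.2% in these data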;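 also: 0% = DAX1-transfected cells with DMSO and 100% = empty-vector control cells with DMSO; inhibition shows as a rise in luminescence from relieved DAX1 repression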
GAA850 FXN act = FXN promoter activators, primary screen, cell-based, luciferase luminescence, HEK293 lucGAA850; HEK293 lucGAA850 FXN promoter luciferase reporter, 24 h; percent of 10 µM SAHA response; activation, % at 6 µM; AID 540364, 2011; 360,000 compounds, 0.56% hits;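 active = activation above the average of all compounds screened plus 3 SD, cutoff fixed separately per campaign, cut at about 7.5% in these data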;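 also: 0% = DMSO wells and 100% = 10 µM SAHA wells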
ADAM10 inh = human ADAM10 inhibitors, primary screen, biochemical, QFRET, HTS; Disintegrin and metalloproteinase domain-containing protein 10 (Homo sapiens), O14672; recombinant ADAM10, EDANS/DABCYL FRET peptide cleavage, 3 h; inhibition, % at 7 µM; 370,000 compounds, 0.62% hits;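 active = inhibition above a per-campaign cutoff equal to the mean of compounds falling between control-based bounds plus 3 SD, cut at about 20% in these data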;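 also: 0% = DMSO wells while the 100% control is not disclosed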
DAX1 inh-2 = DAX1 (NR0B1) inhibitors on StAR promoter, primary screen, cell-based, luminescence, SF-1 (NR5A1), full-length DAX-1; 370,000 compounds, 1.1% hits; AID 652010, 2013; inhibition, % at 6.8 µM; HEK293T StAR-luciferase reporter, SF-1/DAX-1 repression relief;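 active = inhibition above the mean over all tested compounds plus 3 SD, cut at about 3.6% in these data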;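 also: 0% = DAX-1 cells with DMSO and 100% = cells lacking DAX-1 with DMSO; higher inhibition means more luminescence from relief of DAX-1 repression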
hgDAF12 agonist = H. glycines DAF-12 receptor agonists, primary screen, cell-based, luminescence, HEK293, GAL4 fusion, UAS-luciferase; activation, % at 6.8 µM; Nuclear hormone receptor DAF-12 (Heterodera glycines), GAL4 fusion; AID 687014, 2013; HEK293 GAL4-hgDAF12 UAS-luciferase reporter, agonist luminescence; normalized to butyrate control; 370,000 compounds, 1.8% hits;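 active = activation above a cutoff set at the mean of all screened compounds plus 3 SD, cut at about 10% in these data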;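 also: 0% = DMSO wells and 100% = sodium butyrate wells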
ADAM17 inh = ADAM17 inhibitors, primary screen, biochemical, QFRET | inhibition, % at 6.95 µM | 370,000 compounds, 0.83% hits | Disintegrin and metalloproteinase domain-containing protein 17 (Homo sapiens), P78536 | AID 720648, 2013 | recombinant ADAM17, EDANS/DABCYL FRET peptide cleavage;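 active = inhibition above the mean of compounds lying between control limits plus 3 SD, set per campaign, cut at about 8.5% in these data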;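 also: 0% = DMSO-only wells as the low control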
HGIII-sPLA2 inh = human group III sPLA2 inhibitors, primary screen, biochemical, QFRET, BODIPY PC-A2 liposome substrate | Group 3 secretory phospholipase A2 (Homo sapiens), Q9NZ20 | QFRET BODIPY PC-A2 liposome hydrolysis, fluorescence | inhibition, % at 12.2 µM | 370,000 compounds, 0.56% hits | AID 743126, 2013;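 active = inhibition above mean plus 3 SD of compounds lying within the high and low control bounds, cut at about 19% in these data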;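 also: 0% = median of test compound wells and 100% = no enzyme DMSO wells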
PLCg1 inh = PLC-gamma1 enzyme inhibitors, primary screen, biochemical, fluorescence, purified enzyme | fluorogenic substrate | inhibition, % at 12.2 µM | 370,000 compounds, 0.84% hits; in the data active = inhibition above about 9.5%
Target sequence (P19174 whole entry, looked up): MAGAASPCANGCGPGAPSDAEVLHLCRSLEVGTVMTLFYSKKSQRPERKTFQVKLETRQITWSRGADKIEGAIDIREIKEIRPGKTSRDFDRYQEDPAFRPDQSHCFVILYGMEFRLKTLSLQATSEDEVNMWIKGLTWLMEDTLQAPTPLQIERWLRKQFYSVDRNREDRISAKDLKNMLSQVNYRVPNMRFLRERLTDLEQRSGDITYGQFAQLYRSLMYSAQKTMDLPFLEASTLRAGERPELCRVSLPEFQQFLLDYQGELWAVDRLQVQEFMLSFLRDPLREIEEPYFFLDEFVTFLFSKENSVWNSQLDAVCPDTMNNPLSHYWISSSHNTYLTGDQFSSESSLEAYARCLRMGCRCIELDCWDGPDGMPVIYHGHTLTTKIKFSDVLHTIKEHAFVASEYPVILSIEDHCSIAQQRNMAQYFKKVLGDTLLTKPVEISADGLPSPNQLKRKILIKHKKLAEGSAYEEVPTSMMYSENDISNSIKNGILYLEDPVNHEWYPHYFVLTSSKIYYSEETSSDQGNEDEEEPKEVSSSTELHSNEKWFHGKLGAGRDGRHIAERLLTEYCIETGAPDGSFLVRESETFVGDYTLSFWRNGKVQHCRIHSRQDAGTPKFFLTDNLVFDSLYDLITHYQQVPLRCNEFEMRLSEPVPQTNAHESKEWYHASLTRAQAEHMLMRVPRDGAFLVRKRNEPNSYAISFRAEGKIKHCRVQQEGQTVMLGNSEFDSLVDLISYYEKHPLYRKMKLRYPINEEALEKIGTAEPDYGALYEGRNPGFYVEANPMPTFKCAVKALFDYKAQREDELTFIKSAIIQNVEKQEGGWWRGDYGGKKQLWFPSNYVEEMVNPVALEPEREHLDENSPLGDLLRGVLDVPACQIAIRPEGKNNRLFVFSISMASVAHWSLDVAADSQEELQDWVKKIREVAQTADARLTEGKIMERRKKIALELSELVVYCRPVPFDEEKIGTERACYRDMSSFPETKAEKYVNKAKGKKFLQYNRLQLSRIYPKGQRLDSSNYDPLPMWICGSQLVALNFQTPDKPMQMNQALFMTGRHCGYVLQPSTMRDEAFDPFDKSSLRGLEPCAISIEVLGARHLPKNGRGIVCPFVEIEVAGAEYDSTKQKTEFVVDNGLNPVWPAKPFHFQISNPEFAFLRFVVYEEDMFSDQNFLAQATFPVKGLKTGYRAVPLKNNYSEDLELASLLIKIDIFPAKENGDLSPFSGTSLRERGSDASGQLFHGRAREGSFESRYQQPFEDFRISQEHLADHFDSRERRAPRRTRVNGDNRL
PLC-beta3 inh = human PLC-beta3 inhibitors, primary screen, biochemical, fluorescence; 1-phosphatidylinositol 4,5-bisphosphate phosphodiesterase beta-3 (Homo sapiens), Q01970; Purified PLC-beta3, fluorogenic substrate; inhibition, % at 12.2 µM; 370,000 compounds, 0.18% hits; AID 720704, 2013; in the data active = inhibition above about 11%;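 also: 0% = median of compound wells on plate and 100% = full blocker control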
hcDAF12 agonist = H. contortus DAF-12 nuclear receptor activators, primary screen, cell-based, luminescence, HEK293, lit1-tk-luc reporter; HEK293 hcDAF-12 lit1-tk-luc reporter; 0% DMSO, 100% Δ7-dafachronic acid; activation, % at 6.8 µM; 370,000 compounds, 1.4% hits; AID 652067, 2013;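 active = activation above the mean of all tested compounds plus 3 SD, cut at about 5.5% in these data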;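 also: 100% = response to 3 µM Δ7-dafachronic acid high control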
ssDAF12 agonist = S. stercoralis DAF-12 nuclear receptor activators, primary screen, cell-based, luminescence, HEK293, GRIP1 co-expression, lit1-tk-luc. Nuclear hormone receptor DAF-12 (Strongyloides stercoralis). HEK293 ssDAF-12/GRIP1 lit1-tk-luc reporter; % of 3 µM dafachronic acid response. activation, % at 6.8 µM. 370,000 compounds, 1% hits;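 active = activation above the mean over all tested compounds plus 3 SD, cut at about 0.9% in these data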;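 also: 0% = DMSO-only wells and 100% = 3 µM delta7-dafachronic acid wells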
Starred values were filed as active, the others as inactive; i = inactive; . = no result given. Not a hit list; any-hit rate near 6.9%.

SMILES	DAX1 inh-1	GAA850 FXN act	ADAM10 inh	DAX1 inh-2	hgDAF12 agonist	ADAM17 inh	HGIII-sPLA2 inh	PLCg1 inh	PLC-beta3 inh	hcDAF12 agonist	ssDAF12 agonist
O=C(C1CCCCC1)N1CCN(S(=O)(=O)c2ccc(Cl)cc2)CC1	-0.8	0.1	-6	-0.4	-1.4	0	-1	3	3	0.4	-1.1
O=C(NC1CCCC1)C(c1ccncc1)N(C(=O)c1csnn1)c1ccccc1F (configuration not stated)	0.5	0.2	2	0.0	-1.4	-2	7	2	-9	0.7	-0.6
O=C(O)c1ccccc1NC(=O)c1cc(-c2ccccc2)nc2ccccc12	-0.9	0.9	-6	0.5	0.7	2	-27	-3	-11	-1.2	-0.6
CCN(C)C1CN(Cc2cn(Cc3ccc(F)cc3)nn2)S(=O)(=O)C1 (configuration not stated)	.	.	-6	-0.3	-0.3	-2	6	-3	3	-1.5	0.1
O=C(Nc1ncn[nH]1)c1ccc(Cl)c(Cl)c1	-0.1	0.2	-5	2.1	1.9	2	0	-4	1	-1.1	-0.7
Fc1ccc(NC(=S)NCCc2ccccn2)cc1	-1.0	1.4	0	-0.1	5.6	2	6	0	-1	-1.3	-0.8
O=C(NCCc1ccccc1Cl)C1CCC(=O)N(CCCc2ccccc2)C1 (configuration not stated)	-0.2	0.0	-2	-0.2	-1.0	0	-7	0	-3	-2.2	-0.8
Cc1nn(C)cc1CNC(=O)C1CCC(=O)N(CC2CCCCC2)C1 (configuration not stated)	0.2	4.0	0	-0.6	-4.1	1	3	0	-4	0.8	-1.2
C/C(CC(=O)Nc1ccc2c(c1)OCCO2)=N\NC(=O)c1ccccc1F	0.2	3.1	3	0.5	4.6	2	-6	1	-1	1.5	-0.4
Cc1ccc(-c2csc(N(CCO)CCCn3c(C(F)(F)F)nc4cc(C(F)(F)F)ccc43)n2)cc1	2.3	-0.5	-3	-0.5	0.2	-1	3	-7	-4	-0.9	-0.9
Cc1sc2ncnc(OCC(=O)NC(C)C)c2c1C	1.2	-0.2	-5	-0.1	-2.5	-4	-2	1	2	-1.6	-1.1
COc1ccc(CC(=O)N/N=C(\C)CC(=O)Nc2cccc(F)c2)cc1	-1.1	0.9	-6	-0.1	0.0	-1	-15	1	-7	0.3	-1.3
CCCCCN(C(=O)CCC(=O)OCc1ccc(C(C)C)cc1)c1c(N)n(CCCC)c(=O)[nH]c1=O	1.7	0.0	-5	1.6	-0.3	-6	5	2	-4	-0.9	-0.7
COc1cccc(C(C)(O)c2nc(-c3cnn(C)c3)cs2)c1 (configuration not stated)	.	0.7	-2	-0.5	1.4	-2	3	2	1	-0.1	-2.0
O=C(NCC1CCCN(C(=O)NCc2ccccc2)C1)c1ccc2c(c1)OCO2 (configuration not stated)	-0.2	-0.8	2	-0.1	0.0	0	2	0	2	0.2	-1.3
CC1(C(=O)Nc2cccc3ncccc23)CCN1C(=O)C1(c2ccccc2)CC1 (configuration not stated)	.	-0.6	-2	-1.1	-3.4	-1	-4	-21	-29	-1.2	-1.9
Cc1c(Cl)cccc1NC(=O)CNC(=O)c1ccco1	0.1	2.7	12	0.1	-2.0	0	1	2	0	-0.1	-1.3
Cc1[nH]c2ccccc2c1C(=O)CSc1nccc(=O)[nH]1	-1.0	-1.7	-5	0.4	3.3	-1	-2	-3	-7	-0.4	-0.5
COc1ccc(C(=O)Oc2cc3c4c(c2)C(C)=CC(C)(C)N4C(=O)C3=O)cc1OC	-0.3	-0.2	-9	-0.1	0.0	-1	16	0	0	-3.4	-0.9
CCOC(=O)[C@H]1[C@H]2COc3ccc(C)cc3[C@@H]2N2C(=O)c3cc(OC)c(OC)cc3NC(=O)[C@@]12C	-0.8	0.0	7	0.1	-3.0	5	-1	5	4	-0.4	-1.2
COCC(=O)N1CCC(Oc2ccc(C(=O)NCCc3ncccc3C)cc2)CC1	0.3	-1.3	-8	0.1	-1.6	-4	1	2	-6	-0.4	-1.0
Cc1ccc(NC(=O)N(CCC#N)Cc2ccccc2)cc1	-0.2	1.2	6	-0.2	1.2	-1	-6	4	-4	0.6	-0.8
COc1ccc(-c2c(NC(=O)c3ccco3)oc3ccc(Cl)cc3c2=O)cc1	-0.1	0.3	1	-0.5	0.1	-1	3	-17	-41	-2.2	-0.9
Fc1ccc(Cn2cc(C(=S)N3CCOCC3)c3ccccc32)cc1	-0.4	0.6	8	-0.4	-2.0	2	12	1	-6	-2.4	-1.7
CN1CCN(C(=O)c2cc(Cl)cc(Cl)c2)CC1	1.7	0.0	-4	0.1	2.2	-5	14	-3	-9	-0.9	-1.2
CCN(CC)C(=O)Oc1ccc2oc(=O)cc(-c3cc4cccc(OC)c4o3)c2c1	-0.1	3.3	-4	0.2	5.0	-1	-2	-35	-63	2.4	-1.1
Cc1occc1-c1nnc(SCC(N)=O)o1	-0.1	-1.3	4	0.6	-0.6	0	2	4	-5	1.2	-2.0
COc1cc(C(O)c2nc(-c3cccs3)cs2)ccc1F (configuration not stated)	.	-0.1	4	-1.4	-0.1	1	-2	-2	-6	0.3	-0.7
CCC(C)(O)C(=O)N[C@H]1CCCN1C(=O)/C=C/c1ccccc1 (some centres not stated)	2.3	-1.0	10	0.2	0.8	4	12	11*	4	0.2	-1.3
CSc1ncccc1C(=O)OCC(=O)N(C)C	0.8	-0.5	-10	0.6	2.6	-4	8	1	-5	-1.9	-2.1

Overlap with the part before: 5 entries, then new ones.
SMILES	DAX1 inh-1	GAA850 FXN act	ADAM10 inh	DAX1 inh-2	hgDAF12 agonist	ADAM17 inh	HGIII-sPLA2 inh	PLCg1 inh	PLC-beta3 inh	hcDAF12 agonist	ssDAF12 agonist
CCN(CC)C(=O)Oc1ccc2oc(=O)cc(-c3cc4cccc(OC)c4o3)c2c1	-0.1	3.3	-4	0.2	5.0	-1	-2	-35	-63	2.4	-1.1
Cc1occc1-c1nnc(SCC(N)=O)o1	-0.1	-1.3	4	0.6	-0.6	0	2	4	-5	1.2	-2.0
COc1cc(C(O)c2nc(-c3cccs3)cs2)ccc1F (configuration not stated)	.	-0.1	4	-1.4	-0.1	1	-2	-2	-6	0.3	-0.7
CCC(C)(O)C(=O)N[C@H]1CCCN1C(=O)/C=C/c1ccccc1 (some centres not stated)	2.3	-1.0	10	0.2	0.8	4	12	11*	4	0.2	-1.3
CSc1ncccc1C(=O)OCC(=O)N(C)C	0.8	-0.5	-10	0.6	2.6	-4	8	1	-5	-1.9	-2.1
O=C(Nc1ccccc1)c1ccc[n+](Cc2ccc([N+](=O)[O-])cc2)c1	1.6	-2.0	-2	0.3	-1.7	-1	2	1	3	-1.0	-1.2
CC(C)(CNC(=O)c1ccc(S(=O)(=O)Nc2ccccc2F)cc1)N1CCOCC1	-0.8	1.8	0	-1.2	-1.5	-2	-5	1	-3	-0.4	-0.7
CC(C)CN(C(=O)CSc1nnnn1-c1ccccc1)c1c(N)n(CC(C)C)c(=O)[nH]c1=O	-1.3	1.1	-18	-0.2	3.2	-9	0	-3	-3	-1.0	-0.4
O=C(c1ccccn1)N1CCCC(N2CCN(c3ccccc3)CC2)C1 (configuration not stated)	0.7	1.7	-2	1.2	2.9	-3	-1	-1	3	0.8	-1.1
COCc1cc(=O)[nH]c2cc(NC(=O)C(F)(F)F)c(C)cc12	-0.6	0.2	i	-0.2	-0.2	i	-5	-429	i	-1.5	-0.5
O=C(COc1ccccc1)NCc1ccccc1	0.0	0.7	-1	0.7	-0.3	-1	2	2	9	-1.7	-1.3
O=C(CS(=O)(=O)Cc1ccccc1)Nc1nnc(C2CCCCC2)s1	-0.5	-1.1	10	0.2	2.7	1	-35	2	-4	0.4	-0.9
CN(Cc1ccccc1)C(=O)C1CCN(S(=O)(=O)c2cccc3nonc23)CC1	0.7	1.4	1	-0.3	0.6	0	3	1	-8	-2.6	-1.0
NS(=O)(=O)c1cccc(NC(=O)CSc2nc3nc(-c4cccs4)cc(C(F)(F)F)c3c(=O)[nH]2)c1	0.9	-0.8	-189	-0.1	-0.7	-75	-12	-31	-46	-0.3	-1.4
CC(C)CCOP(=O)(c1ccc(N(C)C)cc1)C(O)c1ccccn1 (configuration not stated)	-0.6	-1.7	3	0.0	0.6	-2	0	3	1	1.0	-1.6
O=S(=O)(c1ccc(S(=O)(=O)N(Cc2ccco2)Cc2ccccc2Cl)cc1)N1CCCC1	-0.6	1.8	9	0.5	0.4	5	11	8	6	0.8	-1.2
COC(=O)c1ccc(OCCCCN(C)Cc2ccccc2)cc1	-0.7	-0.7	-9	0.4	2.7	-3	5	2	-1	-0.5	-1.3
Cc1ccc(/C=C2\SC(N3CCCC3)=NC2=O)cc1	.	.	4	-0.7	2.2	0	-2	3	0	-0.3	-0.3
Cc1cc(=O)[nH]c2c1c(C)nn2C1CCCC1	-0.6	1.2	1	-0.2	-2.6	-2	4	1	3	0.1	-2.0
COc1ccc(NC(=O)/C(=C\c2ccc(OS(=O)(=O)c3ccc(C)cc3)cc2)NC(=O)c2ccccc2)cc1	-0.4	3.4	-2	-0.5	1.1	-3	-7	-13	-18	-1.6	-0.8
CN1CCc2nc(NC(=O)c3cccc(S(=O)(=O)N4CCc5ccccc54)c3)sc2C1	-0.8	0.3	4	0.4	-0.8	-1	-9	-53	-63	0.5	-1.3
O=C1C=C(NCCc2ccccc2)C2(CCCCC2)O1	0.5	0.3	-4	-2.0	2.4	-5	5	-2	3	-1.7	-0.9
CCN(CC(=O)Nc1ccc(NC(C)=O)cc1)C(=O)c1ccc(N2CCC(C)CC2)c([N+](=O)[O-])c1	-0.1	1.7	-1	-1.3	-0.4	0	-6	2	-3	-0.5	-0.9
CC(=O)NC1C(=O)N=C(SCC(=O)Nc2sc3c(c2C#N)CCCCCC3)NC1=O (configuration not stated)	0.0	-1.6	-11	-0.4	-0.3	-2	1	-6	-7	0.0	-1.1
